# Yeast eIF2B: GCN4-lacZ reporter reduction in eIF2B-epsilon mutant yeast, primary screen, S. cerevisiae, eIF2B-epsilon R284H, Beta-Glo luminescence. 27,000 tested, 0.91% active. inhibition, % at 25 µM (by protocol);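 active means mutant luminescence inhibited past about 50% while wild type luminescence and mutant growth stay under set limits, limit read from the data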; further: some compounds called inactive have numbers as strong as hits
#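 System: Yeast eIF2B-epsilon R284H mutant carrying GCN4–beta-galactosidase fusion | Read-out basis: Percent inhibition, luminescence and growth | Compound: 25 µM single dose | Times: 16 h at 30 °C exposure | Measured by: Luminescence and A595 | Buffer or medium: YPD medium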
# Yeast growth tox: yeast growth toxicity, wild-type and mutant, primary screen, cytotoxicity control for eIF2B function restoration project, wild-type and eIF2Bepsilon R284H mutant, A595; S. cerevisiae wild-type growth, A595 turbidity, 16 h; growth inhibition, % at 25 µM (by protocol); 30,000 tested, 0.3% active; AID 685, 2007;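 active means mutant and wild-type yeast strains alike exhibit over 30% growth inhibition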;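 further: 0% = untreated cell controls and 100% = YPD media blanks without cells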
#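 System – wild-type and eIF2Bepsilon-R284H mutant S. cerevisiae, screened separately · Measured by – absorbance at 595 nm (turbidity) · Timing – 16 h compound exposure during growth at 30 °C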
# Yeast growth tox inhibition %: second read-out of Yeast growth tox, no call of its own (marks repeat the call); growth inhibition, %; S. cerevisiae eIF2Bepsilon-R284H mutant growth, A595 turbidity, 16 h;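 each compound tested once at 25 µM; 0% equals untreated cells and 100% equals cell-free medium blanks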
# Yeast eIF2B mutant toxicity: second read-out of Yeast eIF2B, no call of its own (marks repeat the call); growth inhibition, %; measured here: mutant yeast growth, toxicity;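 each compound tested once at 25 µM; zero equals untreated control growth and 100 equals blank medium absorbance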
# Starred values were filed as active, the others as inactive; / = no result given. Only part of the results is shown; count on the stated rates, not on these rows.
SMILES,Yeast eIF2B,Yeast eIF2B mutant toxicity,Yeast growth tox,Yeast growth tox inhibition %
COC(CN1C(=O)C(O)=C(C(C)=O)C1c1ccccn1)OC (centres undefined),19,-10,-5,-10
O=C(c1ccncc1)c1ccc(N2CCN(C3CC(=O)N(Cc4ccccc4)C3=O)CC2)cc1 (centres undefined),10,-9,13,-9
Cc1c(C(C)NC(=O)Nc2ccc(F)cc2F)cnn1C (centres undefined),-60,19,16,19
N#Cc1cn(CC(=O)N2CCc3ccccc3C2)c2ccccc12,28,-7,8,-7
CCn1cc(C(=O)NCc2ccco2)c(=O)c2cc(S(=O)(=O)N3CC(C)CC(C)C3)ccc21 (centres undefined),11,-4,-7,-4
Cn1nnnc1SCC(=O)NCc1cccs1,/,/,4,-8
Cc1csc(=N)n1CC(=O)N1CCc2ccccc21,30,3,0,3
Cc1nc2c(c(=O)n1CC1CCCO1)c1nc3ccccc3nc1n2Cc1ccc2c(c1)OCO2 (centres undefined),-18,-3,0,-3
Cc1ccc2c(c1)[nH]c1c(=O)n(CCN3CCCCC3)cnc12,19,4,8,4
CCCCCOC(=O)c1cc(=O)[nH]c2ccccc12,13,30,15,30
COc1ccc2nc(NC(=O)CCn3cccc3)sc2c1,24,6,5,6
O=c1cc(N2CCC(Cc3ccccc3)CC2)[nH]c(=O)n1C1CCCCC1,7,5,-4,5
CC(C)CC1C(C#N)=C(N)Oc2n[nH]c(-c3cccs3)c21 (centres undefined),20,2,4,2
CN1CCC(N2CCCC(C(=O)O)C2)CC1 (centres undefined),20,-3,21,-3
CSCCC(=O)N1C(C)CCCC1C(=O)O (centres undefined),23,2,2,2
N#Cc1nc(COc2ccccc2)oc1N1CCN(Cc2ccccc2)CC1,13,10,-6,10
O=C(Nc1ccc(CN2CCOCC2)cc1)c1ccc(-c2cccc(Cl)c2)o1,-14,-5,3,-5
Cc1cc(C(C)(C)C)ccc1OCCN1CCCC1,20,27,28,27
COc1ccc(Cn2nnnc2C(c2cc3ccc(OC)cc3[nH]c2=O)N2CCC(C)CC2)cc1 (centres undefined),/,/,16,15
CN(c1ccccc1C(=O)O)S(C)(=O)=O,24,/,/,/

# Some values from above.
# Result for `CC(C)CC1C(C#N)=C(N)Oc2n[nH]c(-c3cccs3)c21` (centres undefined) in Yeast eIF2B mutant toxicity: 2
# Result for `CCCCCOC(=O)c1cc(=O)[nH]c2ccccc12` in Yeast growth tox: 15
# Result for `N#Cc1nc(COc2ccccc2)oc1N1CCN(Cc2ccccc2)CC1` in Yeast eIF2B: 13
# Result for `COc1ccc2nc(NC(=O)CCn3cccc3)sc2c1` in Yeast growth tox: 5
# Result for `COC(CN1C(=O)C(O)=C(C(C)=O)C1c1ccccn1)OC` (centres undefined) in Yeast growth tox inhibition %: -10
# Result for `Cc1ccc2c(c1)[nH]c1c(=O)n(CCN3CCCCC3)cnc12` in Yeast eIF2B mutant toxicity: 4
# Result for `COc1ccc(Cn2nnnc2C(c2cc3ccc(OC)cc3[nH]c2=O)N2CCC(C)CC2)cc1` (centres undefined) in Yeast growth tox: 16

# (further entries)
SMILES,Yeast eIF2B,Yeast eIF2B mutant toxicity,Yeast growth tox,Yeast growth tox inhibition %
Cc1cc(C)n2nc(C(=O)Nc3ccc4c(c3)OCO4)nc2n1,4,2,-2,2
Cc1ccc(N2C(=O)c3sc4nnc(C)c(=O)n4c3C2=O)cc1,22,/,14,0
Cc1cccc(NC(=O)Cn2c(=O)n3nc(CCn4nc(C)cc4C)nc3c3ccccc32)c1,5,-41,-37,-41
CCCS(=O)(=O)N1CCC(C(=O)NCCCN2CCCC2=O)CC1,29,/,22,0
COc1cc2[nH]c(=O)n(Cc3ccc(C(=O)NC4CCCC4)cc3)c(=O)c2cc1OC,/,/,-32,-16
CCOc1ccccc1-n1c(SCC(=O)N2CCCC2)nnc1-c1ccc(O)cc1,/,/,28,-3
COc1ccc(S(=O)(=O)Nc2ccccc2C(=O)NC(C)(C)C)cc1OC,11,/,7,0
CC1CN(S(=O)(=O)c2ccc(NC(=O)CCN3C(=O)c4ccccc4C3=O)cc2)CC(C)O1 (centres undefined),6,3,-9,3
Cc1c2c(nc3c(C(=O)NC4CCCC4)cnn13)CCCC2,17,-4,10,-4
CC(=C1C(=O)c2ccccc2C1=O)N1CCC(C(N)=O)(N2CCCCC2)CC1,11,/,-18,0
COC(=O)c1ccccc1NC(=O)C1CCCN(S(=O)(=O)c2ccc(F)cc2)C1 (centres undefined),/,/,-12,-11
O=C(NCCSCc1ccco1)Nc1ccc(Cl)cc1,18,-9,3,-9
Nc1nc(-c2ccco2)nn1C(=O)CCc1ccccc1,-10,-4,3,-4
C=CCOc1ccc(C2NC(=O)NC(C)=C2C(=O)OC)cc1 (centres undefined),11,-10,9,-10
Cc1cc(C)n(C2CCCCC2OC(=O)c2ccccc2)n1 (centres undefined),-7,-5,-13,-5
O=C1c2ccccc2C(=O)N1CCCCSc1nc2ccccc2o1,/,/,22,15
CCOc1ccc(S(=O)(=O)Nc2ccc(F)cc2)c(C)c1C,12,5,23,5
COc1ccc(OC)c(S(=O)(=O)N2CCCCC2C(=O)O)c1 (centres undefined),/,/,3,11
Cc1ccc(N(Cc2cc(=O)[nH]c3ccccc23)C(=O)c2ccco2)cc1,17,-33,9,-33
Cc1ccc(NC(=O)c2nnn(CC(=O)Nc3ccccc3)c2N)cc1C,21,-11,-5,-11
CC(C)C(=O)Nc1ccccc1N1CCN(S(C)(=O)=O)CC1,/,/,-7,-4
COC(C(=O)Nc1ccc(F)cc1F)c1ccccc1 (centres undefined),22,13,14,13
COc1ccc(N(CC(=O)NCc2ccc3c(c2)OCO3)S(C)(=O)=O)cc1OC,10,/,19,0
CC(=O)N1N=C(c2ccc(C)cc2)OC1c1ccc(C(C)C)cc1 (centres undefined),0,-10,-10,-10
Cc1ccc(O)c(NC(=O)c2cccc(S(=O)(=O)N3CCCCC3)c2)c1,17,-25,7,-25
CC(=O)n1c2ccccc2c2c1c1ccccc1n2C,-13,-5,4,-5
OCCCCCNc1ncnc2ccccc12,12,-30,-49,-30
Cc1cc(NC(=O)CNC(=O)C2CCCCC2)no1,19,14,7,14
CC(C)(C)n1nc2c(c1NC(=O)c1ccc(Br)o1)CS(=O)C2 (centres undefined),20,4,7,4
Cc1nc(SCC(O)CO)c([N+](=O)[O-])[nH]1 (centres undefined),/,/,16,9
Cn1c(SCC(=O)c2ccccc2)nnc1-c1cccc(N)c1,/,/,6,15
CC1(C)CC(=O)c2cc(OCC(=O)NCCCN3CCN(c4ccccc4F)CC3)ccc2O1,52*,/,-17,4
Cc1[nH]nc(-c2ccc(O)c(C)c2O)c1Oc1ccccc1,/,/,11,-12
Cc1ccc(OCc2ccc(C(=O)N3CCOCC3)cc2)cc1C,22,/,5,0
CN(C)c1nc(N)nc(CSc2nnnn2-c2ccccc2)n1,17,10,6,10
CCn1c(SCC(=O)Nc2cc(C)c(Cl)cc2OC)nnc1-c1ccco1,4,17,-1,17
O=C(NCc1ccccc1F)C1CCCN1C(=O)NCc1ccccc1 (centres undefined),32,14,19,14
CCOC(=O)c1ccc2c(c1)nc(COc1ccccc1C#N)n2CC,22,4,8,4
C=C(C)COc1ccc(-c2[nH]ncc2Oc2cccc(OC)c2)c(O)c1,16,15,14,15
COc1ccc(OC)c(S(=O)(=O)N2CCC(C(=O)Nc3cc(C)ccc3C)CC2)c1,31,21,11,21
COc1ccccc1CNC(=O)C1CC(=O)N(c2ccc(C)c(C)c2)C1 (centres undefined),/,/,-11,4
O=C(c1ccco1)N1CCCC(c2ccccc2)C1 (centres undefined),20,-12,-24,-12
Cc1nnc(C)n1N1C(=O)c2cccc3cccc(c23)C1=O,-59,23,7,23
O=C1CC(Sc2ncn[nH]2)C(=O)N1c1ccccc1 (centres undefined),21,57,44*,57*
CC(Sc1nnc(Cc2cccs2)n1C1CCCCC1)C(=O)N1CCc2ccccc21 (centres undefined),5,-38,1,-38
CN(C(=O)c1ccccc1Cl)c1ccccc1,12,/,0,0
CCOCCOC(=O)c1ccc(-n2cncn2)nc1,9,3,8,3
O=C(NCc1ccccc1)c1noc2c1CCCC2,16,12,11,12
COc1ccc(S(=O)(=O)N2CCN(CC(=O)Nc3ccc(C)c(F)c3)CC2)cc1,-2,15,-3,15
Cc1nc2sccn2c1P(c1c(C)nc2sccn12)c1c(C)nc2sccn12,6,9,1,9
Cc1ccc2c(c1)nnn2C1CCN(S(=O)(=O)c2ccc(C(=O)N3C(C)CCCC3C)cc2)CC1 (centres undefined),34,-22,2,-22
CN1CCc2c(sc3c2C(=O)NC(c2cccs2)N3)C1 (centres undefined),14,7,7,7
CCCN(CCC)CCCNC(=O)CC(C(=O)N1CCc2ccccc21)n1ccnc1 (centres undefined),-5,-5,7,-5
Cc1cccc(OCCCn2ccnc2)c1,5,/,/,/
Cc1cccc2cc(C(c3nnnn3Cc3ccccc3)N3CCN(C)CC3)c(=O)[nH]c12 (centres undefined),20,12,20,12
COc1cc(/C=C2/OC(=O)c3cc([N+](=O)[O-])ccc32)cc(OC)c1OC,-6,-39,-32,-39
CC(C)Cc1nc(N2CCN(C(=O)c3ccccc3)CC2)c(C#N)c2c1CCC2,10,-10,-13,-10
COc1ccc(OC)c(N/C(=N\c2nc(C)cc(C)n2)NC(=O)c2ccco2)c1,27,30,13,30
O=c1n(-c2cccc(Cl)c2)c(=O)n2n1CCC2,26,-3,-7,-3
COCc1nnc(NS(=O)(=O)c2ccc(Br)cc2)s1,/,/,-16,4

# Carrying on.
SMILES,Yeast eIF2B,Yeast eIF2B mutant toxicity,Yeast growth tox,Yeast growth tox inhibition %
CCCn1c(O)c(CN2CCCCC2)c(C)c(C#N)c1=O,-18,-13,-5,-13
Cc1ccc(C(=O)Nc2nc(-c3cccnc3)cs2)o1,14,/,41,0
Cc1cc(NC(=O)c2cc(C)on2)no1,1,9,20,9
Cc1cc(C(F)(F)F)nc(SCC(=O)Nc2ccccc2)n1,13,6,14,6
COc1ccc(-c2cc(C(F)(F)F)n3nc(C(=O)Nc4cc(C)on4)cc3n2)cc1OC,-4,-19,-56,-19
Nc1nonc1-n1nnc(C(=O)O)c1-c1cccs1,16,2,16,2
CCN(CC)C(=O)COc1ccc(Br)cc1Cl,-1,-3,-5,-3
CCOc1ccc(Cl)cc1S(=O)(=O)NCc1cccnc1,16,15,7,15
Cc1cccc(NC(=O)c2oc3c(c2C)C(=O)CC(C)(C)C3)n1,11,/,25,0
COc1ccc(C(=O)NC2(C(F)(F)F)C(=O)N(Cc3ccco3)C3=C2C(=O)CC(C)(C)C3)cc1OC (centres undefined),17,-14,-6,-14
O=C(Cn1nc(C(F)(F)F)c2c1CCCC2)NCc1ccco1,-51,-25,-9,-25
Cc1nn(-c2ccccc2)c2c1/C(=N/O)CC(C)(C)C2,22,7,12,7
CCCOC(=O)c1sc2nc3c(cc2c1N)C(=O)CCC3,17,11,10,11
CCCCCOC(=O)Nc1nnc(CCC)s1,51*,/,1,10
CCCOc1cccc(-c2nnc(N)s2)c1,30,5,16,5
O=S(=O)(NCc1ccccc1Br)c1cccs1,8,-4,15,-4
Nc1nnnn1/N=C/c1cccc(Oc2ccccc2)c1,17,21,1,21
COc1ccc(-n2nc3ccc(NS(C)(=O)=O)cc3n2)cc1Cl,-16,-17,-7,-17
O=C(Nc1cccnc1)c1ccc(CN2CCc3ccccc3C2)cc1,-16,/,/,/
COc1ccc(CNc2oc(COc3ccccc3)nc2C#N)cc1,1,12,3,12

# Three compounds drawn at random from the list so far:
SMILES,Yeast eIF2B,Yeast eIF2B mutant toxicity,Yeast growth tox,Yeast growth tox inhibition %
CC(C)Cc1nc(N2CCN(C(=O)c3ccccc3)CC2)c(C#N)c2c1CCC2,10,-10,-13,-10
CC(C)C(=O)Nc1ccccc1N1CCN(S(C)(=O)=O)CC1,/,/,-7,-4
CCN(CC)C(=O)COc1ccc(Br)cc1Cl,-1,-3,-5,-3

# Remaining list, next part
SMILES,Yeast eIF2B,Yeast eIF2B mutant toxicity,Yeast growth tox,Yeast growth tox inhibition %
O=C(Nc1sc2c(c1C(=O)O)CCC2)c1ccccc1,/,/,20,18
COc1ccc(CCN2C(=O)c3[nH]nc(-c4ccccc4O)c3C2c2cccc(O)c2)cc1OC (centres undefined),11,19,15,19
Cc1cc(C)c(C#N)c(N2CCSCC2)n1,18,-23,5,-23
Cc1occc1C(=O)Nc1ccc2ccccc2c1,44,11,10,11
CCO/C(=C/c1sc2ccc(OC)cc2[n+]1CCCS(=O)(=O)[O-])CC,25,14,12,14

# Single records, from the list above. Values in the order: Yeast eIF2B	Yeast eIF2B mutant toxicity	Yeast growth tox	Yeast growth tox inhibition %
# `COc1ccc(CCN2C(=O)c3[nH]nc(-c4ccccc4O)c3C2c2cccc(O)c2)cc1OC` (centres undefined) across the screens: 11	19	15	19
# `Cc1cc(C)c(C#N)c(N2CCSCC2)n1` across the screens: 18	-23	5	-23
# `O=C(Nc1sc2c(c1C(=O)O)CCC2)c1ccccc1` across the screens: /	/	20	18
# `Cc1occc1C(=O)Nc1ccc2ccccc2c1` across the screens: 44	11	10	11

# From PubChem BioAssay
